Compound activity: PubChem BioAssay, National Center for Advancing Translational Sciences (NCATS)
TRPV1 ag: activates the human vanilloid receptor TRPV1; Q8NER1; TRPV1-expressing cells, Fluo-8 calcium influx, agonist mode; activation, % at 8.33 µM; hit rate 0.19% among 320,000; AID 540275; in the data active = activation above about 80%; inconclusive = between about 30% and that limit; also: 0% is about no effect
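Cells expressing TRPV1 were dye-loaded with Fluo-8 and read kinetically: 10 s baseline, 3 min after compound (agonist portion), then 2 min after EC20 capsaicin (allosteric enhancer portion). Calcium-bound dye fluorescence at 480/520 nm.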
KCNH2 3.1 block: inhibitors of human KCNH2 3.1 potassium channel isoform; U2OS KCNH2 3.1, thallium flux FluxOr; active compounds read low; activity change, % (tested at about 1.8 µM); hit rate 0.95% among 340,000; AID 720553;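 active = maximum activity change below -70%; inconclusive = maximum activity change from -70% to -50%; inactive = maximum activity change above -50%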;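 also: thallium influx rate constant from kinetic fluorescence after stimulation buffer; % is scaled to controls: 0 for no effect and ±100 for the full control effect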
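Virally transduced U2OS (3.1 isoform, 4 h infection in dark at RT) → overnight 37 C → FluxOr + Red40 in HBSS/HEPES, 45 min → stimulation buffer, 2 min kinetic read → rate constant vs DMSO controls.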
hERG WT inh: KCNH2 (human, wildtype) channel inhibition; U2OS, BacMam KCNH2, thallium flux FluxOr; active compounds read low; activity change, % at 1.84 µM; hit rate 0.37% among 340,000; AID 720551;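 active = maximum activity change below -70%; inconclusive = maximum activity change between -70% and -50%; inactive = maximum activity change above -50%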; also: % is scaled to controls: 0 for no effect and ±100 for the full control effect
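U2OS cells were transduced with wild-type KCNH2 virus (2.03 x 10^8 / mL) for 4 h at room temperature, then cultured overnight at 37 C. Thallium flux was read with FluxOr dye. Rate constants were normalized to DMSO controls.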
Giardia kill: Giardia lamblia killing; Giardia lamblia trophozoite viability; activity change, % at 7.66 µM, hits read low; hit rate 0.15% among 340,000; in the data active = activity change below about -80%; inconclusive = between about -30% and that limit;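 also: parasites exposed to compound for two days anaerobically before the ATP read; % is scaled to controls: 0 for no effect and ±100 for the full control effect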
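Luminescence from cellular ATP indicates surviving trophozoites (100 cells/well) following 48 hrs anaerobic compound treatment at 37 deg C; signal develops 15-30 min at room temperature.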
USP2a block: inhibitors of human ubiquitin-specific protease USP2a | O75604 | Potency, µM (series often up to 38.3 µM), for inactives: at the highest dose activity change, negative = inhibition, actives largely listed as inhibitors | USP2 core, Ub-CHOP2 coupled fluorogenic reporter, 485/531 | hit rate 0.01% among 330,000;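 also: potency is read from the fitted curve at half-maximal effect; plate controls were DMSO wells for no effect and full inhibition by NEM control for full effect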
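Cell-free coupled assay: 10nM USP2 core preincubated 30min RT with compound in Tris-HCl pH 8.0/CaCl2/CHAPS buffer, then 25nM Ub-CHOP2 and 25nM reporter substrate; fluorescence (Ex 485/Em 531) read after 60min RT, normalized to NEM inhibition, concentration-response curves fitted.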
GALK inh: inhibitors of human galactokinase; P51570; Purified GALK, Kinase-Glo residual ATP luminescence; Potency, µM (titrated, usually from 57.5 µM), for inactives: top-dose activity change, negative = inhibition, usual class: inhibitors; hit rate 0.007% among 270,000; AID 1868; also: potency is read from the fitted curve at half-maximal effect; % is scaled to controls: 0 for no effect and ±100 for the full control effect
Target sequence (P51570 whole entry, looked up): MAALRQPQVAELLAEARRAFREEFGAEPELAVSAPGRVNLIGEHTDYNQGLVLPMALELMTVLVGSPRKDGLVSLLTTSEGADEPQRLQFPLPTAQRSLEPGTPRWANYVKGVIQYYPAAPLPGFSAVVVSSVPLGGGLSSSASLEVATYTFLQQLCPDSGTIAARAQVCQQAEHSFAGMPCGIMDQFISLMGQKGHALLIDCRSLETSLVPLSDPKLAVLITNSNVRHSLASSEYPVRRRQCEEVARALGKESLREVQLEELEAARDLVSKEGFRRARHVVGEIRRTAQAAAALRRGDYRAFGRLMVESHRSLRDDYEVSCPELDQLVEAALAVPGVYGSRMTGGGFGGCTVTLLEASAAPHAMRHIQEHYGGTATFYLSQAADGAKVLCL
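Kinase-Glo Plus luminescence measured ATP left after a 1 h room-temperature reaction. The reaction used 5 nM GALK, 100 uM galactose and 35 uM ATP at pH 8.0 (20 mM HEPES, 5 mM MgCl2, 60 mM NaCl, 1 mM DTT, 0.01% BSA).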
PKM2 act: activators of human pyruvate kinase M2. P14618. hit rate 0.34% among 260,000. Potency, µM (series often up to 57.5 µM), for inactives: top-dose activation, usual class: activators. purified PKM2, Kinase-Glo ATP luminescence, activation; response scale: 0% is enzyme alone, no compound. AID 1631; also: potency is read from the fitted curve at half-maximal effect; % is scaled to controls: 0 for no effect and ±100 for the full control effect; nearly all actives have a fitted effect of over 55% in size
Target sequence (P14618 whole entry, looked up): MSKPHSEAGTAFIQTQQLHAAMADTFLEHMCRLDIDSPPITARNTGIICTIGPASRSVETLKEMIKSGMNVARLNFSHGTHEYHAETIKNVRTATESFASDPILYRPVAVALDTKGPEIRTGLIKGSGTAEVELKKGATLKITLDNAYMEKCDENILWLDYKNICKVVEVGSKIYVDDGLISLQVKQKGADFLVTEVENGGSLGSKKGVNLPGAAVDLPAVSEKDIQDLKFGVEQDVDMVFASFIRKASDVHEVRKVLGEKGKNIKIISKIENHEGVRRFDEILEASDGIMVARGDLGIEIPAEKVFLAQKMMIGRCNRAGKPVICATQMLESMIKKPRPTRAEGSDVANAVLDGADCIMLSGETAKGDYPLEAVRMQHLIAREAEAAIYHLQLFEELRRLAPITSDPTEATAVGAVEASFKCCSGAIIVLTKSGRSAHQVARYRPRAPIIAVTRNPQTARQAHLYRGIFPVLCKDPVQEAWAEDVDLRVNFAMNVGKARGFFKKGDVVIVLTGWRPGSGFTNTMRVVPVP
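Purified hPK-M2 (>95% pure) converted ADP (0.1 mM final) to ATP with 0.5 mM PEP in 50 mM imidazole pH7.2, KCl, MgCl2, Tween 20, BSA; 1 h at room temperature. ATP detected by Kinase-Glo luminescence.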
MLL CXXC-DNA inh: blocks binding of human MLL CXXC domain to DNA; Q03164; MLL-CXXC / FITC-HOXA9 DNA fluorescence polarization; Potency, µM (titrated, usually from 115 µM), for inactives: at the highest dose activity change, negative = inhibition, hits mostly inhibitors; hit rate 0.037% among 290,000; AID 2662; active = well fitted inhibition curve with a large enough effect in the polarisation, with a control signal flat, not every such curve was filed as active; inconclusive = small, poorly fitted or top-dose-only effect, or effect the other way, or a change in a side signal; inactive = no such curve, though single readings can be large or run the other way; the % refers to the polarisation; also: potency is read from the fitted curve at half-maximal effect
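Purified MLL-CXXC (added from a 7 uM solution) was preincubated 5 min at ambient with pinned compounds in 50 mM Tris-HCl pH 7.5, 50 mM NaCl, 1 mM DTT, 0.05% BSA. Fluorescein-labeled HOX-A9 DNA (50 nM solution) followed, 30 min, then polarization read.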
Coupling enz: coupling enzyme interference in Giardia aldolase counter-screen; coupling enzyme system counterscreen, AmpLite Red fluorescence; activity change, negative = inhibition, % at 58.2 µM, hits read low; hit rate 0.67% among 290,000; AID 2472; in the data active = activity change below about -30%; also: % is scaled to controls: 0 for no effect and ±100 for the full control effect
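Compounds tested against the coupling enzymes alone at 57.5 uM final; readout was AmpLite Red fluorescence (525/598 nm) after 20 min at RT.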
B2AR arrestin: recruits beta-arrestin to the human beta2-adrenergic receptor. P07550. beta-arrestin recruitment to beta2AR, cell-based reporter. Potency, µM (series often up to 46.1 µM), for inactives: at the top dose activation, hits mostly activators. hit rate 0.02% among 330,000. AID 492947;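 also: potency is read from the fitted curve at half-maximal effect; 0% = DMSO controls and full agonism = EC100 isoproterenol or metaproterenol; nearly all actives have a fitted effect of over 65% in size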
Menin MLL FP TR: displaces Texas Red mutant MLL peptide from human menin; O00255; Menin + Texas Red MLL mutant peptide, fluorescence polarization; Potency, µM (highest dose often 61.6 µM), for inactives: at the top dose FP activity change, negative = inhibition, actives largely listed as inhibitors; hit rate 0.23% among 270,000; active = well fitted inhibition curve with a large enough effect in the polarisation, with a control signal flat, not every such curve was filed as active; inconclusive = small, poorly fitted or top-dose-only effect, or effect the other way, or a change in a side signal; inactive = no such curve, though single readings can be large or run the other way; the % refers to the polarisation; also: potency is read from the fitted curve at half-maximal effect; % of control where 0% means no effect; many of its hits are not listed in these tables
The depositor's hits bear a star; [ ] = dose if it differs, or a comment. Unless noted, calls follow the shape of the dose curve; as a rule, active = well fitted curve in the direction sought with a large enough effect; inconclusive = small, poorly fitted or top-dose-only effect, or another doubt; inactive = no such curve, though single readings can be large; an effect the other way counts as inactive or inconclusive.

How did O=C(NCCCN1CCOCC1)c1cccc(S(=O)(=O)N2CCc3ccccc3C2)c1 do in these assays?
TRPV1 ag: 7; KCNH2 3.1 block: 5; hERG WT inh: 17; Giardia kill: -3; USP2a block: 1%; GALK inh: -3%; PKM2 act: 16%; MLL CXXC-DNA inh: -1%; Coupling enz: 1; B2AR arrestin: 0.5%; Menin MLL FP TR: -4%

How did CCCC1C(=O)N(c2ccccc2)C1c1ccccc1 (stereo unspecified) do in these assays?
TRPV1 ag: inconclusive; KCNH2 3.1 block: 1; hERG WT inh: 2; Giardia kill: 15; USP2a block: 4%; PKM2 act: -1%; MLL CXXC-DNA inh: -5%; Coupling enz: 4; B2AR arrestin: -0.5%; Menin MLL FP TR: inconclusive

How did C=CCN(C(=O)c1csnn1)C(C(=O)NCc1ccc(F)cc1)c1ccccc1 (stereo unspecified) do in these assays?
TRPV1 ag: 24; KCNH2 3.1 block: 16; hERG WT inh: -8; Giardia kill: -10; USP2a block: 0%; GALK inh: 15%; PKM2 act: -3%; MLL CXXC-DNA inh: 0%; Coupling enz: -3; B2AR arrestin: 0.3%; Menin MLL FP TR: 11%

How did CCCCCc1nnc(NC(=O)C2COc3ccccc3O2)s1 (stereo unspecified) do in these assays?
TRPV1 ag: 21; KCNH2 3.1 block: 19; hERG WT inh: 0; Giardia kill: -3; USP2a block: 1%; GALK inh: -2%; PKM2 act: 0%; MLL CXXC-DNA inh: -13%; Coupling enz: 4; B2AR arrestin: 0.0%; Menin MLL FP TR: 26%

What do the screens show for `CCS(=O)(=O)c1nc(S(=O)(=O)c2ccc(C)cc2)c(NCCCN2CCOCC2)s1`?
TRPV1 ag: 0; KCNH2 3.1 block: 24; hERG WT inh: 5; Giardia kill: 20; USP2a block: 3%; GALK inh: -10%; MLL CXXC-DNA inh: 3%; Coupling enz: -1; B2AR arrestin: -0.3%; Menin MLL FP TR: 4%

What do the screens show for `Oc1ccccc1-c1nc(NCc2cccnc2)c2ccccc2n1`?
TRPV1 ag: 3; KCNH2 3.1 block: 11; hERG WT inh: -15; Giardia kill: 18; USP2a block: -3%; GALK inh: -1%; PKM2 act: inconclusive; MLL CXXC-DNA inh: 2%; Coupling enz: -7; B2AR arrestin: -0.7%

What do the screens show for `O=C(c1ccc(N2CCN(S(=O)(=O)c3ccccc3)CC2)c([N+](=O)[O-])c1)N1CCOCC1`?
TRPV1 ag: 18; KCNH2 3.1 block: -2; hERG WT inh: 5; Giardia kill: 2; USP2a block: 3%; GALK inh: 1%; PKM2 act: 1%; MLL CXXC-DNA inh: 2%; Coupling enz: 2; B2AR arrestin: 0.1%; Menin MLL FP TR: 10%

What do the screens show for `COC(=O)c1cc(-c2ccc(Cl)cc2Cl)n[nH]1`?
TRPV1 ag: 4; KCNH2 3.1 block: 7; hERG WT inh: 5; Giardia kill: -22; USP2a block: 0%; GALK inh: 1%; PKM2 act: -23%; MLL CXXC-DNA inh: -28%; Coupling enz: 1; B2AR arrestin: -0.3%; Menin MLL FP TR: 2%

What do the screens show for `Cc1sc2ncn(CC(=O)OC(C)C(=O)NC(C)(C)C)c(=O)c2c1C` (stereo unspecified)?
TRPV1 ag: -3; KCNH2 3.1 block: 11; hERG WT inh: 9; Giardia kill: 8; USP2a block: -3%; GALK inh: 1%; PKM2 act: -11%; MLL CXXC-DNA inh: -17%; Coupling enz: 0; B2AR arrestin: 0.5%; Menin MLL FP TR: -10%

Results for CN(Cc1ccccn1)C(=O)C1CCC(=O)N(Cc2cccc(C(F)(F)F)c2)C1 (stereo unspecified) ?
TRPV1 ag: 0; KCNH2 3.1 block: 9; hERG WT inh: -2; Giardia kill: -6; USP2a block: 0%; GALK inh: 4%; MLL CXXC-DNA inh: 3%; Coupling enz: 1; B2AR arrestin: -0.2%; Menin MLL FP TR: -6%

How did COC(=O)c1sccc1NC(=O)C1CC(C)=C(C)CC1C(=O)O (stereo unspecified) do in these assays?
TRPV1 ag: -1; KCNH2 3.1 block: 11; hERG WT inh: 1; Giardia kill: 6; USP2a block: 3%; GALK inh: 2%; PKM2 act: -3%; MLL CXXC-DNA inh: 12%; Coupling enz: 8; B2AR arrestin: -0.3%

What do the screens show for `COc1ccccc1NC(=O)N1CCN(c2ncccn2)CC1`?
TRPV1 ag: -4; KCNH2 3.1 block: -7; hERG WT inh: -5; Giardia kill: 19; USP2a block: -1%; GALK inh: 0%; PKM2 act: 2%; MLL CXXC-DNA inh: 5%; Coupling enz: 2; B2AR arrestin: 0.0%; Menin MLL FP TR: 10%

What do the screens show for `Cc1nc(C)c(Cc2ccccc2Cl)c(=O)[nH]1`?
TRPV1 ag: 3; KCNH2 3.1 block: 5; hERG WT inh: 8; Giardia kill: 11; USP2a block: -1%; GALK inh: 2%; PKM2 act: 0%; MLL CXXC-DNA inh: -5%; Coupling enz: -3; B2AR arrestin: -0.7%; Menin MLL FP TR: -7%

Results for CC(C)NC(=S)N/N=C/c1cccs1 ?
TRPV1 ag: 1; KCNH2 3.1 block: -19; hERG WT inh: -14; Giardia kill: 13; USP2a block: 3%; GALK inh: -3%; PKM2 act: 3%; MLL CXXC-DNA inh: 7%; Coupling enz: -3; B2AR arrestin: inconclusive; Menin MLL FP TR: -2%

What do the screens show for `COC(=O)c1ccc(CSc2nc3c(c(=O)n2-c2ccc(C)cc2)SCC3)o1`?
TRPV1 ag: -3; KCNH2 3.1 block: 3; hERG WT inh: 6; Giardia kill: 0; USP2a block: 2%; GALK inh: 1%; PKM2 act: 2%; MLL CXXC-DNA inh: 1%; Coupling enz: -5; B2AR arrestin: -0.4%; Menin MLL FP TR: 3%

How did O=C(Nc1ccc(COc2ccccc2)cc1)Nc1cccc(C(=O)O)c1 do in these assays?
TRPV1 ag: -3; KCNH2 3.1 block: 7; hERG WT inh: -12; Giardia kill: -7; USP2a block: 2%; GALK inh: 2%; MLL CXXC-DNA inh: -5%; Coupling enz: 6; B2AR arrestin: 0.1%; Menin MLL FP TR: inconclusive

Results for O=C(NCCc1c[nH]c2ccccc12)/C(=C\c1cccnc1)NC(=O)c1ccccc1Br ?
TRPV1 ag: 0; KCNH2 3.1 block: -18; hERG WT inh: 2; Giardia kill: 27; USP2a block: 0%; GALK inh: 4%; PKM2 act: -4%; MLL CXXC-DNA inh: 0%; Coupling enz: 4; B2AR arrestin: -1.6%

What do the screens show for `COc1ccc(C(=O)Nc2nc3c(s2)Cc2cc(OC)ccc2-3)cc1`?
TRPV1 ag: 0; KCNH2 3.1 block: -3; hERG WT inh: -11; Giardia kill: -6; USP2a block: -3%; GALK inh: -2%; PKM2 act: -9%; MLL CXXC-DNA inh: 25%; B2AR arrestin: -0.2%; Menin MLL FP TR: inconclusive

How did Cn1c(-c2ccccn2)[n+](C)c2ccccc21 do in these assays?
TRPV1 ag: 6; KCNH2 3.1 block: -18; hERG WT inh: 2; Giardia kill: 29; USP2a block: 12%; GALK inh: 0%; PKM2 act: 11%; MLL CXXC-DNA inh: 3%; Coupling enz: 2; B2AR arrestin: -0.2%; Menin MLL FP TR: 15%

What do the screens show for `Cn1nnnc1SCc1c(F)cccc1F`?
TRPV1 ag: 0; KCNH2 3.1 block: -3; hERG WT inh: 3; Giardia kill: 13; USP2a block: -1%; GALK inh: -2%; PKM2 act: 1%; MLL CXXC-DNA inh: 7%; Coupling enz: -1; B2AR arrestin: 2.8%; Menin MLL FP TR: 10%

How did COc1cc(Cl)c(C)cc1NC(=O)c1cc(S(=O)(=O)N(C)C)ccc1N1CCCC1 do in these assays?
TRPV1 ag: 16; KCNH2 3.1 block: inconclusive; hERG WT inh: 7; Giardia kill: 30[activator]; USP2a block: 0%; GALK inh: 2%; PKM2 act: 5%; MLL CXXC-DNA inh: 12%; Coupling enz: 1; B2AR arrestin: -1.7%; Menin MLL FP TR: -13%

What do the screens show for `CCOc1ccccc1CNC(=O)c1ccc2c(c1)N(CC)CCS2`?
TRPV1 ag: 8; KCNH2 3.1 block: -10; hERG WT inh: -7; Giardia kill: -7; USP2a block: 1%; PKM2 act: 4%; Coupling enz: -1; B2AR arrestin: -0.6%; Menin MLL FP TR: 3%

What do the screens show for `CC1CN(c2ccccc2)CCN1C(=O)c1cc(COc2c(F)cccc2F)on1` (stereo unspecified)?
TRPV1 ag: 24; KCNH2 3.1 block: -21; hERG WT inh: 1; Giardia kill: 5; USP2a block: 4%; GALK inh: 8%; PKM2 act: 0%; MLL CXXC-DNA inh: 20%; Coupling enz: 1; B2AR arrestin: 0.1%; Menin MLL FP TR: -16%

How did Cc1cc(C)cc(OCC(=O)N/N=C/c2ccncc2)c1 do in these assays?
TRPV1 ag: 18; KCNH2 3.1 block: 16; hERG WT inh: -13; Giardia kill: -16; USP2a block: 2%; GALK inh: 1%; PKM2 act: 9%; MLL CXXC-DNA inh: 2%; Coupling enz: -5; B2AR arrestin: 3.2%; Menin MLL FP TR: -15%

This is a subset (hit frequency here may not be typical).
